# MT1-MMP txn act: activates MT1-MMP transcription; HT1080 MT1-MMP promoter luciferase reporter, luminescence, overnight; hits give high values; activation factor at 10 µM; 86,000 compounds, 0.16% hits; AID 750;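 active means activation factor of at least 2 for MT1-MMP transcription at 10 µM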
# ERa coact pot: enhances coactivator binding to human estrogen receptor alpha | 86,000 compounds, 1.3% hits | TR-FRET ERalpha-LBD/SRC-Cy5 coactivator binding, 2 h; 100 = basal binding, no effect | coactivator binding (% of control), % at 25.6 µM; in the data active means activity above about 200%;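 further: binding measured in presence of low estradiol as agonist stimulus; 0% = peptide alone without receptor and 100% = receptor with peptide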
# Ecoli WT expand: E. coli BW25113 growth inhibition, expanded screen; OD600 absorbance; growth inhibition, % at 100 µM; 98,000 compounds, 0.15% hits;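 active means growth inhibition above about 50% at one test dose, limit read from the data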;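 further: growth measured after 20 h incubation at 37 °C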
# ERb coact inh: blocks coactivator binding to human estrogen receptor beta | inhibition, % at 25.6 µM | 86,000 compounds, 1.3% hits | Q92731 | TR-FRET ER-beta LBD / SRC1-Cy5 peptide binding; receptor agonist-loaded with 1 µM estradiol | AID 633;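 active means compounds whose percent inhibition of the receptor-coactivator binding signal exceeds about 50% in the single-dose screen, limit read from the data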;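 further: 0% = receptor plus peptide wells without compound and 100% = peptide-only wells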
# ERa SRC1 inh: blocks coactivator binding to human estrogen receptor alpha; P03372; TR-FRET ER-alpha LBD / SRC-1 peptide, estradiol-bound; inhibition, % at 25.6 µM; 86,000 compounds, 1.7% hits; AID 629; in the data active means inhibition above about 50%;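 further: 0% = receptor plus peptide control and 100% = peptide only without receptor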
# PLAP activator: activators of human placental alkaline phosphatase; P05187; purified PLAP enzyme, luminescent substrate read-out; hits give high values; activation fold at 20 µM; 96,000 compounds, 1.2% hits; AID 696; in the data active means activation fold above about 2
# Mac1 fbg inh: CD11b/CD18-fibrinogen binding inhibition | P05107+P11215 | K562 CD11b/CD18 adhesion to fibrinogen, ATPlite luminescence; Mn2+ added to activate the integrin | inhibition, % at 10 µM | 93,000 compounds, 0.54% hits | AID 1497;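 active means primary inhibition of 50% or more at 10 µM, then 40% or more on retest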; further: some results filed as inactive read as strong as hits
# CD11b adhes enh: CD11b/CD18-fibrinogen binding enhancement | K562 CD11b/CD18 adhesion to fibrinogen, ATPlite luminescence | activation, % at 10 µM | 93,000 compounds, 0.07% hits | AID 1499;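 active means 10 µM primary screen giving 50% or more activity, confirmed by 40% or more on retest at that dose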; further: strong numbers were not always called active; reference of the scale not given here
# FAK inh: blocks human focal adhesion kinase activity; AID 727; 97,000 compounds, 0.84% hits; biochemical FAK kinase activity assay; Q05397; inhibition, %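 (tested at 7 µM)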; in the data active means inhibition above about 19%;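 further: 0% = DMSO and 100% = reference compound high control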
# Target sequence (Q05397 whole entry, looked up): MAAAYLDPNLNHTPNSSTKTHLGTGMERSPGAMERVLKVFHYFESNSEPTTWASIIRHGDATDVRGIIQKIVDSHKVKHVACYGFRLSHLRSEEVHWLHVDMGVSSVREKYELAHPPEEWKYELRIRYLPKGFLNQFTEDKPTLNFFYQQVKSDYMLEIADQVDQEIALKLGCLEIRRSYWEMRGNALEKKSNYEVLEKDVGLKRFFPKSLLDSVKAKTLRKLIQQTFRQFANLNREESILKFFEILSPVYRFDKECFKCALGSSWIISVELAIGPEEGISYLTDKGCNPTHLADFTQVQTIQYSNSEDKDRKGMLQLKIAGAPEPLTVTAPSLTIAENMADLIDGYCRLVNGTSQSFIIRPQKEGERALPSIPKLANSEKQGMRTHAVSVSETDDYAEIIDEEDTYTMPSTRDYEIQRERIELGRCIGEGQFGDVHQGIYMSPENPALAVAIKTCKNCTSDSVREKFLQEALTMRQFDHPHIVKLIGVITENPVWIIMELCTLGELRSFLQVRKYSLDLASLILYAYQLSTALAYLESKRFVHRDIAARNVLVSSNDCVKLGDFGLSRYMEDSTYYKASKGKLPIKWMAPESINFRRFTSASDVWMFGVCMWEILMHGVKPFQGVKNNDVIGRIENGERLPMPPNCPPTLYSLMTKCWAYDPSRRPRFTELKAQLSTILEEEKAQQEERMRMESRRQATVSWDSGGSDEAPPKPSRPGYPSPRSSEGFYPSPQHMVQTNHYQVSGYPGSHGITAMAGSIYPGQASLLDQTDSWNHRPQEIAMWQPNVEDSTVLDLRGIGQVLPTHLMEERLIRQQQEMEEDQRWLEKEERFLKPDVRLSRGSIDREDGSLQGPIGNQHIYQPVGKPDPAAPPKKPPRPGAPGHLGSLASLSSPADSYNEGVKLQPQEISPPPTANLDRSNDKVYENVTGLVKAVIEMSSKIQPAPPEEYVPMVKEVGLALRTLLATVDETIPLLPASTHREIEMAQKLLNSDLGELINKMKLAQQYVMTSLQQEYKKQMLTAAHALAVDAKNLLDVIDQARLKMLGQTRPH
# Active calls of the source: *; . = not tested or not shown; [ ] = another dose, or the depositor's remark.
# Below each compound – MT1-MMP txn act	ERa coact pot	Ecoli WT expand	ERb coact inh	ERa SRC1 inh	PLAP activator	Mac1 fbg inh	CD11b adhes enh	FAK inh
CCOC(=O)N1CCN(C(=O)c2ccc(N3C(=O)CCC3=O)cc2)CC1
 : 1.1	105	-1	-35[fluorescence artefact?]	-27	1	.	.	1
COc1ccc(OC)c(S(=O)(=O)Nc2ccc(O)c(Sc3ncn[nH]3)c2)c1
 : 1	.	-1	.	.	1.5	13	0	11
CCOC(=O)C1CSc2[nH]c(=O)sc2C1c1ccccc1 (stereo unspecified)
 : 1.1	104	-4	-17	-4	0.9	3	0	2
N#Cc1nc(-c2ccc(F)cc2)oc1NCCN1CCOCC1
 : 1.2	.	4	.	.	1.2	-6	-3	2
CN(C)c1ccc(/C=c2\sc3nc(-c4ccccc4)nn3c2=O)cc1
 : 1.1	52[fluorescence artefact?]	-3	34[fluorescence artefact?]	69*[fluorescence artefact?]	1	.	.	-4
Cc1ccc(NC(=O)CSc2nnc(-c3cccs3)n2Cc2ccco2)cc1
 : 1.1	96	-13	-15[fluorescence artefact?]	-2	1	-18	-4	3
CCc1ccccc1NC(=O)Cn1nnc(-c2cccnc2)n1
 : 1.1	125	-8	0	-9	0.8	6	-4	-5
O=C(NCc1ccccc1)C(c1ccc(F)cc1)N(Cc1ccc2c(c1)OCO2)C(=O)Cn1nnc(-c2cccs2)n1 (stereo unspecified)
 : 1.3	112	.	-19[fluorescence artefact?]	-19	.	.	.	-2
Cn1c(COc2nnc(-c3ccc(Cl)cc3)c3ccccc23)nc2ccccc21
 : .	.	5	.	.	1.1	4	-7	-8
Cc1ccc(NC(=O)CC(O)(C(F)(F)F)C(F)(F)F)c(Br)c1
 : 1.2	104	20	10[fluorescence artefact?]	42	1.1	18	-3	-1
O=C(NC1CCCC1)C1(c2ccccc2)CCN(S(=O)(=O)c2ccccc2)CC1
 : 1.2	105	-5	8	15	0.7	-13	1	0
COCc1[nH]nc2c1C(c1ccccc1Cl)C(C#N)=C(N)O2 (stereo unspecified)
 : 1	104	8	-8[fluorescence artefact?]	-12	1.3	.	.	-1
CCC(COC(=O)Nc1cccc(C)c1C)NC(=O)OCC(C)C (stereo unspecified)
 : 1	126[fluorescence artefact?]	-2	-6	0	0.9	-6	-1	-1
CCCCOC(=O)c1[nH]c(C)c(C(=O)OC)c1C
 : 1.4	103	0	2[fluorescence artefact?]	1[fluorescence artefact?]	0.8	8	2	-1
CSc1nc2oc3c(c2c2nncn12)CC(C)(C)SC3
 : 1	170	-6	-3[fluorescence artefact?]	7	1	-4	-3	1
COc1ccc(C2N(c3cc(C)on3)C(=O)C3CCCN32)cc1OC (stereo unspecified)
 : 1.2	120	7	-11	2	1.1	-23	-4	3
COc1ccc(-c2cc(N)n(CCC#N)n2)c(OC)c1
 : 1.2	115[fluorescence artefact?]	-7	10	-8	1	1	-2	-5
CS(=O)(=O)N1CCC(C(=O)Nc2cc(C(F)(F)F)ccc2Cl)CC1
 : 1	116	1	-9[fluorescence artefact?]	-7	1.5	-4	2	-1
COc1ccccc1CN1CCN(S(=O)(=O)c2ccccc2)CC1
 : 1	104	6	-2[fluorescence artefact?]	3[fluorescence artefact?]	1.1	0	-4	1
Cc1cc(C)nc(NC2=NC3CCCCC3N2)n1 (stereo unspecified)
 : 1.4	109	11	-7	-2	1	9	-2	-2
Cc1ccc(C)c(S(=O)(=O)NC(CC(C)C)C(=O)O)c1 (stereo unspecified)
 : 1.2	98	-4	-4[fluorescence artefact?]	0	1.2	12	4	0
CC(NS(=O)(=O)c1ccccc1)C(N)=O (stereo unspecified)
 : 1.1	110	3	2[fluorescence artefact?]	1[fluorescence artefact?]	1.2	3	2	0
CC(C)(C)Nc1nc(NN)nc(NC(C)(C)C)n1
 : .	.	11	.	.	1.1	4	-4	2
Cn1c(SCC(=O)N2CCCc3ccccc32)nnc1-c1ccco1
 : 1.1	96[fluorescence artefact?]	5	7	-2	1	-10	-8	-3
O=C(c1ccccc1)N(c1ccccc1)C1C=CS(=O)(=O)C1 (stereo unspecified)
 : 1.2	118	6	6	1	1	9	-3	-2
COC(=O)c1ccc2c(c1)N(Cc1cc(C)ccc1C)C(=O)c1ccccc1S2=O (stereo unspecified)
 : 1.1	99	.	-2	-12	.	.	.	.
CN(C)c1ccc(-c2nnn(Cc3ccccc3Br)n2)cc1
 : 1.3	112	-8	-12	-10	0.8	14	1	-1
Cc1cccc(-n2c(CCN3C(=O)c4ccccc4C3=O)nc3ccccc3c2=O)n1
 : .	95	-13	3	1	1.2	-47	2	0
Cc1c(NC(=O)C2CCCN2S(=O)(=O)c2cccc3nsnc23)cccc1C(=O)O (stereo unspecified)
 : .	106	6	12	1	1.2	-5	5	0
Cn1c(=O)[nH]c(=O)c2c1nc(CN1CCN(c3ccc(F)cc3)CC1)n2CCN1CCOCC1
 : 1.1	90	.	6	3	.	.	.	.
CCSc1nnc(NC(=O)COc2ccc3ccccc3c2)s1
 : 1.1	259*[fluorescence artefact?]	-11	11[fluorescence artefact?]	21[fluorescence artefact?]	1	.	.	0
CC(=O)NC(=S)c1c(N)n(Cc2ccccc2)c(=O)n(C)c1=O
 : 1.1	121	4	6	3	1.5	-2	-2	.
CCN(CC)S(=O)(=O)c1ccc(Cl)c(C(=O)OC)c1
 : 0.9	115	8	17	21	1.3	.	.	-1
COc1ccc(CSc2nnc(SCc3ccc([N+](=O)[O-])cc3)s2)cc1
 : .	.	-11	.	.	0.9	-3	-5	-3
CC(=O)c1ccc(NC(=O)c2cc(CC(C)C)on2)cc1
 : 1.3	106[fluorescence artefact?]	-3	-10	3	0.8	-8	1	-5
CC12CCC(C(=O)N3CCN(c4ncccn4)CC3)(c3nc4ccccc4nc31)C2(C)C (stereo unspecified)
 : 1.2	98	3	-6[fluorescence artefact?]	-9	1.6	-2	9	1
COC(=O)CSc1nc2cc(OC)ccc2cc1C#N
 : 0.8	129[fluorescence artefact?]	-3	-2	21[fluorescence artefact?]	1	4	-1	2
O=c1[nH]c(NC2CCCCC2)nnc1Cc1ccccc1
 : 1.3	107	-7	-16	-25	0.9	-5	-8	8
COc1ccc(C(=O)NCc2cccnc2)cc1Br
 : .	108	0	5	-5	1.1	-4	1	1
CC1Cc2ccccc2N1C(=O)CN1C(=O)C(=O)N(Cc2ccccc2)C1=O (stereo unspecified)
 : .	.	-8	.	.	1	0	1	0

# Quoted from the listing (16 entries):
# Below each compound – MT1-MMP txn act	ERa coact pot	Ecoli WT expand	ERb coact inh	ERa SRC1 inh	PLAP activator	Mac1 fbg inh	CD11b adhes enh	FAK inh
Cc1cc(C)nc(NC2=NC3CCCCC3N2)n1 (stereo unspecified)
 : 1.4	109	11	-7	-2	1	9	-2	-2
Cc1ccc(C)c(S(=O)(=O)NC(CC(C)C)C(=O)O)c1 (stereo unspecified)
 : 1.2	98	-4	-4[fluorescence artefact?]	0	1.2	12	4	0
CC(NS(=O)(=O)c1ccccc1)C(N)=O (stereo unspecified)
 : 1.1	110	3	2[fluorescence artefact?]	1[fluorescence artefact?]	1.2	3	2	0
CC(C)(C)Nc1nc(NN)nc(NC(C)(C)C)n1
 : .	.	11	.	.	1.1	4	-4	2
Cn1c(SCC(=O)N2CCCc3ccccc32)nnc1-c1ccco1
 : 1.1	96[fluorescence artefact?]	5	7	-2	1	-10	-8	-3
O=C(c1ccccc1)N(c1ccccc1)C1C=CS(=O)(=O)C1 (stereo unspecified)
 : 1.2	118	6	6	1	1	9	-3	-2
COC(=O)c1ccc2c(c1)N(Cc1cc(C)ccc1C)C(=O)c1ccccc1S2=O (stereo unspecified)
 : 1.1	99	.	-2	-12	.	.	.	.
CN(C)c1ccc(-c2nnn(Cc3ccccc3Br)n2)cc1
 : 1.3	112	-8	-12	-10	0.8	14	1	-1
Cc1cccc(-n2c(CCN3C(=O)c4ccccc4C3=O)nc3ccccc3c2=O)n1
 : .	95	-13	3	1	1.2	-47	2	0
Cc1c(NC(=O)C2CCCN2S(=O)(=O)c2cccc3nsnc23)cccc1C(=O)O (stereo unspecified)
 : .	106	6	12	1	1.2	-5	5	0
Cn1c(=O)[nH]c(=O)c2c1nc(CN1CCN(c3ccc(F)cc3)CC1)n2CCN1CCOCC1
 : 1.1	90	.	6	3	.	.	.	.
CCSc1nnc(NC(=O)COc2ccc3ccccc3c2)s1
 : 1.1	259*[fluorescence artefact?]	-11	11[fluorescence artefact?]	21[fluorescence artefact?]	1	.	.	0
CC(=O)NC(=S)c1c(N)n(Cc2ccccc2)c(=O)n(C)c1=O
 : 1.1	121	4	6	3	1.5	-2	-2	.
CCN(CC)S(=O)(=O)c1ccc(Cl)c(C(=O)OC)c1
 : 0.9	115	8	17	21	1.3	.	.	-1
COc1ccc(CSc2nnc(SCc3ccc([N+](=O)[O-])cc3)s2)cc1
 : .	.	-11	.	.	0.9	-3	-5	-3
CC(=O)c1ccc(NC(=O)c2cc(CC(C)C)on2)cc1
 : 1.3	106[fluorescence artefact?]	-3	-10	3	0.8	-8	1	-5

# (cont.)
# Below each compound – MT1-MMP txn act	ERa coact pot	Ecoli WT expand	ERb coact inh	ERa SRC1 inh	PLAP activator	Mac1 fbg inh	CD11b adhes enh	FAK inh
COC(=O)c1cc(CSc2nc3ccc(C)cc3[nH]2)oc1C
 : 1.1	116	.	-6	-6	1.5	52*	-8	0
Cc1cc(C)c(NC(=O)CSc2nnc(Cc3cccn3C)n2-c2ccc(F)cc2)c(C)c1
 : 1.1	117	8	2	-1	1.6	17	2	1
CCCSc1nc(C)c(CC(=O)OCC)c(=O)[nH]1
 : 1	129	-6	0[fluorescence artefact?]	3[fluorescence artefact?]	1.1	-8	8	0
C/C(=N\O)C(=O)C(CN1CCCCC1)CN1CCCCC1
 : 1.3	105	16	9	-44	1.2	-10	5	1
C=CCn1c(SCC(N)=O)nnc1-c1cccc(Br)c1
 : 1.2	128[fluorescence artefact?]	1	-1	-2	0.9	-8	-1	2
Clc1ccc2c(c1)CNc1c(ncnc1N1CCOCC1)O2
 : 0.9	103	-2	-8	-6	1.5	51	-3	-2
CCOC(=O)C1(CC)NC(c2ccc(N(C)C)cc2)C2C(=O)N(C)C(=O)C21 (stereo unspecified)
 : 1.1	91[fluorescence artefact?]	1	-9[fluorescence artefact?]	-6[fluorescence artefact?]	1.1	3	-1	-1
CC(C)CCNC(=O)C(c1ccco1)N(Cc1ccc(F)cc1)C(=O)c1snc(C(N)=O)c1N (stereo unspecified)
 : 1.2	97	-4	-1	3	1.3	0	-1	3

# Bioassay records deposited in PubChem BioAssay by several laboratories.
